# Screening data as filed in PubChem.
# G6PDH CS: inhibits Leuconostoc G6PDH, flagging false hits in G6PDH-based assays; hit rate 0.12% among 200,000; inhibition, % at 5 µM; Purified L. mesenteroides G6PDH, diaphorase/resazurin coupled fluorescence, 45 min; in the data active = inhibition above about 50%
# Diaphorase act: counter-screen for diaphorase-based assays: diaphorase activators and chemical reducers; Diaphorase/resazurin coupled assay, resorufin fluorescence, 16 min; active compounds read high; 1 = vehicle wells, 0 = NADH-free wells; activation factor at 20 µM; hit rate 0.005% among 190,000;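 active = diaphorase activity raised at least twofold by the compound at 20 µM; inactive = activation factor below 2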
#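 Test system: Clostridium kluyveri diaphorase, purified enzyme. Buffer or medium: 50 mM HEPES pH 7.4 buffer plus MgCl2 and Tween 20. Also added: 0.114 mM NADH and 0.1 mM resazurin, final amounts. Dosing: compound 20 µM once, DMSO 1%. Schedule: 16 min enzyme reaction, ambient temperature. Detection: fluorescence of resorufin, 544 nm excitation, 590 nm emission.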
# Diaphorase inh: counter-screen for diaphorase-based assays: diaphorase inhibitors and chemical oxidizers; diaphorase resazurin-to-resorufin fluorescence, NADH, 16 min; bacterial (C. kluyveri) enzyme, not human; inhibition, % at 20 µM; hit rate 0.69% among 190,000; AID 1217;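 active = primary screen inhibition at 20 µM above a set limit, cut at about 50% in these data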;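 note: plate controls were DMSO with full reaction for no effect and wells lacking NADH for full effect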
#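 Assay system – diaphorase enzyme from Clostridium kluyveri · Amount – diaphorase 0.14 U/mL (working solution) · Times – reaction incubation of 16 min at room temperature · Controls – No-NADH positive control and DMSO neutral control · Signal – resorufin fluorescence 544/590 nm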
# FLuc act counter: firefly luciferase counter-screen for stimulation assays; ATPlite luciferase biochemical, luminescence, 10 min; 0 = ATP-free wells, 1 = DMSO control; activation factor at 10 µM; 200,000 tested, under 10 active; AID 1027;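 active = luciferase activation factor, scaled between plate controls, of at least 2 with compound at 10 µM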
# Target sequence (P08659 whole entry, looked up): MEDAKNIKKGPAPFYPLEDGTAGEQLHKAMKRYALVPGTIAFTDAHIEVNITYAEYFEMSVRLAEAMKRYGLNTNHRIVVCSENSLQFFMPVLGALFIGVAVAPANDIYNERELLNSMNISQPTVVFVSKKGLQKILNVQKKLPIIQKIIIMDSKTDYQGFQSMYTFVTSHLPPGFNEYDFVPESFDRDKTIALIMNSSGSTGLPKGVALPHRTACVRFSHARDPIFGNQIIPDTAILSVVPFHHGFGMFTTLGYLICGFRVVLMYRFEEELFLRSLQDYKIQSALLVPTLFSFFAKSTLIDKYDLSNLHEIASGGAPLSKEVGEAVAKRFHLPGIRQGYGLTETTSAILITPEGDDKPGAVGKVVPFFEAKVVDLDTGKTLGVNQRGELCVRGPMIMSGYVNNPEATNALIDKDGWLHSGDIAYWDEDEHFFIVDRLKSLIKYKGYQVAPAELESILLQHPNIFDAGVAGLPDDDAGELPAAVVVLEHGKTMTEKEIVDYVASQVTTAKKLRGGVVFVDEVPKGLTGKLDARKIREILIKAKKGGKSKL
#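 Material: luciferase plus luciferin reagent, cell-free. Medium: PBS buffer for ATP. Also added: ATP substrate, dispensed from a 10.24 µM working solution in PBS. Doses: test compounds dosed from 2 mM stocks in 100% DMSO. Incubation: 10 min post-reagent at room temperature. Technique: light output (luminescence). Read-out basis: luminescence gain marking luciferase activators.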
# HMGR II inh: E. faecalis class II HMG-CoA reductase inhibition | inhibition, % at 10 µM | hit rate 0.41% among 190,000 | purified E. faecalis HMGR, NADPH absorbance 340 nm kinetic;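 active = inhibition above a set limit, the median over all tested compounds plus 3 SD, cut at about 9.5% in these data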;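 note: enzyme runs in reverse so mevalonate oxidation gives rising NADPH absorbance; 0% = complete reaction with DMSO and 100% = background rate lacking mevalonate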
# TNAP inh no acc: TNAP (human) inhibition, acceptor-free conditions. AID 1012. inhibition, % at 20 µM. P05186. hit rate 0.26% among 200,000. purified TNAP, CDP-star luminescence, 30 min;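 active = tissue-nonspecific alkaline phosphatase inhibition above about 50% at 20 µM in the single-dose screen, limit read from the data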;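 note: 0% = DMSO negative control and 100% = EDTA positive control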
# PMI act hi M6P: increases human PMI activity with near-saturating mannose 6-phosphate. AID 1216. activation factor at 20 µM. P34949. coupled PMI enzyme assay, resazurin fluorescence, 20 min; active compounds read high; 1 = untreated enzyme, 0 = substrate-free blank. hit rate 0.34% among 190,000;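 active = activation factor of 2 or more at 20 µM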
# Target sequence (P34949 whole entry, looked up): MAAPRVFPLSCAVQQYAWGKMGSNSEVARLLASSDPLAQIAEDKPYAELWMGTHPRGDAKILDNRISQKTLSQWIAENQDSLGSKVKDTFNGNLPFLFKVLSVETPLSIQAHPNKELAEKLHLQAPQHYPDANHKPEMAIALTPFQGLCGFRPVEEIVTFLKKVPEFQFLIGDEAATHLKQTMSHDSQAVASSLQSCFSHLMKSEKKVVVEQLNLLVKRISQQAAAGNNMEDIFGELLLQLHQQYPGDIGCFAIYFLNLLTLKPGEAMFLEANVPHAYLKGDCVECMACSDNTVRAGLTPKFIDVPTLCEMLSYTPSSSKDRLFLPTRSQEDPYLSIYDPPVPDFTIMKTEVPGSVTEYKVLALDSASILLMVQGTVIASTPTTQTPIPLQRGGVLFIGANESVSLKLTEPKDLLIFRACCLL
#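 Test system: human phosphomannose isomerase with PGI, G6PDH, diaphorase coupling enzymes / Doses: 20 µM compound, 1% DMSO / Times: enzyme reaction with compound 20 min at room temperature / Measured by: Diaphorase-driven resazurin-to-resorufin fluorescence, excitation 544, emission 590 nm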
# PMI activator: phosphomannose isomerase (human) activation; purified human PMI, coupled resazurin fluorescence, 20 min; active compounds read high; 1 = vehicle control, 0 substrate-free wells; activation factor at 20 µM; AID 1214; hit rate 0.005% among 190,000;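 active = activation factor of 2 or more at 20 µM, relative to plate controls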
# TNAP act hiacc: activators of human TNAP at high phosphate acceptor concentration. P05186. purified TNAP, CDP-star luminescence, 1 M DEA, 30 min; active compounds read high; 0 = EDTA background, 1 = DMSO-only activity. activation factor at 20 µM. 200,000 tested, under 10 active. AID 1136;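 active = activation factor at least 2 at 20 µM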
#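 Measured by: Luminescent substrate turnover signal | Test system: Human TNAP | Input: TNAP 1/800 final | Dosing: 20 µM single point | Schedule: 30 min, room temperature | Controls: EDTA wells as negative control, DMSO wells as positive control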
# TNAP inh hi DEA: inhibitors of human TNAP at high phosphate acceptor concentration; AID 1135; inhibition, % at 20 µM; purified TNAP, CDP-star luminescence, 1 M DEA; P05186; hit rate 0.03% among 200,000;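 active = over 50% inhibition of tissue-nonspecific alkaline phosphatase at 20 µM in the single-dose screen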;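 note: plate controls were DMSO wells for no effect and EDTA-quenched wells as full inhibition for full effect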
# * marks the source's active call; other numbers are inactive results.
SMILES,G6PDH CS,Diaphorase act,Diaphorase inh,FLuc act counter,HMGR II inh,TNAP inh no acc,PMI act hi M6P,PMI activator,TNAP act hiacc,TNAP inh hi DEA
CCC(=O)N(CCc1ccccc1C)Cc1cc2cc3c(cc2[nH]c1=O)OCO3,7,1,4,1,-5,-5,1,0.9,1,1
O=C(O)COc1ccccc1/C=N/NC(=O)Cc1csc(Nc2cccc(C(F)(F)F)c2)n1,1,0.9,10,1,-3,-32,1.1,1.1,1.1,-7
CCC(C)c1ccc(OCCCCN2CCOCC2)cc1 (configuration not stated),4,0.9,6,1,-7,-16,1,1,1,-2
O=C(Nc1c(-c2ccccc2)nc2sccn12)c1ccccc1,-1,1.1,-9,1,-5,-3,1,0.9,1,4
COC(=O)c1ccc(=O)n(Cc2ccc3c(c2)OCO3)c1,2,0.8,15,1.1,-3,-7,1,1,1.1,-6
O=C(/C=C/Sc1ncn[nH]1)c1ccc(Cl)cc1,0,0.9,6,0.5,2,9,0.9,0.5,1,3
CC(NS(=O)(=O)c1ccccc1)C(=O)Nc1ccc(S(N)(=O)=O)cc1 (configuration not stated),8,1.2,-18,1.1,-3,1,1.2,1.2,1.1,-6
Cc1cccc(/C=N/NC(=O)Cn2nc(C)cc2C)n1,-7,0.9,9,1,0,-111,1,1.1,1,-1
CC(C)n1cc(/C=N/NC(=O)COc2cccc3cccnc23)c2ccccc21,-24,0.8,24,0.9,-7,15,1.1,0.9,1,3
CCCN(CCC)CCCNC(=O)CNC(=O)c1nn(-c2ccc(OC)cc2)c(=O)c2ccccc12,6,1,-1,1,-8,-1,0.9,0.9,1,3
O=C(Nc1nc2nc(-c3ccccc3)cc(=O)n2[nH]1)c1ccccc1,1,0.8,22,1,-4,-12,0.9,0.9,1,1
COc1ccc(S(=O)(=O)N2CCC(C(=O)Nc3cccc(C(C)=O)c3)CC2)cc1,0,0.9,12,1,-2,-2,1,1,1,3
CC(C)c1ccc2c(c1)C(c1cccs1)=NNC(c1ccncc1)=N2,12,0.7,27,1,-2,-4,0.9,0.9,1.1,-6
CS(=O)(=O)N1CCN(C2CCN(Cc3ccccc3)CC2)CC1,2,1,3,1.1,1,-2,1,1,1,-5
O=C(NC(=S)N1CCN(C/C=C/c2ccccc2)CC1)c1ccco1,12,0.8,23,1,-1,-5,0.8,0.8,1,-4
CC1CN(CC(O)COCc2ccc3c(c2)OCO3)CC(C)O1 (configuration not stated),6,1.1,-7,1.1,9,-12,1.2,1.2,1,-4
CCOc1ccccc1Nc1nc(-c2sc(NC(=O)c3ccccc3)nc2C)cs1,7,0.9,11,1.1,-2,3,0.9,1,1,-1
Cc1cc([N+](=O)[O-])nn1CCCC(=O)NC(C)c1ccccc1 (configuration not stated),11,1.1,-7,1,2,-2,1.1,1,1,-4
C=CCSc1ncc(-c2ccccc2)cn1,4,1,-2,0.9,-4,-5,1,1,1,-1
COC(=O)c1sc(N2C(=O)c3oc4ccccc4c(=O)c3C2c2cccs2)nc1C (configuration not stated),-58,0.7,25,1,3,-7,1.1,0.9,1,-1

# Another view of some results above:
# Order of values – G6PDH CS, Diaphorase act, Diaphorase inh, FLuc act counter, HMGR II inh, TNAP inh no acc, PMI act hi M6P, PMI activator, TNAP act hiacc, TNAP inh hi DEA
> CCCN(CCC)CCCNC(=O)CNC(=O)c1nn(-c2ccc(OC)cc2)c(=O)c2ccccc12
→ 6, 1, -1, 1, -8, -1, 0.9, 0.9, 1, 3
> O=C(Nc1nc2nc(-c3ccccc3)cc(=O)n2[nH]1)c1ccccc1
→ 1, 0.8, 22, 1, -4, -12, 0.9, 0.9, 1, 1
> COc1ccc(S(=O)(=O)N2CCC(C(=O)Nc3cccc(C(C)=O)c3)CC2)cc1
→ 0, 0.9, 12, 1, -2, -2, 1, 1, 1, 3
> CC(C)c1ccc2c(c1)C(c1cccs1)=NNC(c1ccncc1)=N2
→ 12, 0.7, 27, 1, -2, -4, 0.9, 0.9, 1.1, -6
> CS(=O)(=O)N1CCN(C2CCN(Cc3ccccc3)CC2)CC1
→ 2, 1, 3, 1.1, 1, -2, 1, 1, 1, -5
> O=C(NC(=S)N1CCN(C/C=C/c2ccccc2)CC1)c1ccco1
→ 12, 0.8, 23, 1, -1, -5, 0.8, 0.8, 1, -4

# Remaining list, next part
SMILES,G6PDH CS,Diaphorase act,Diaphorase inh,FLuc act counter,HMGR II inh,TNAP inh no acc,PMI act hi M6P,PMI activator,TNAP act hiacc,TNAP inh hi DEA
O=C(O)CCCC(=O)NNc1ncnc2ccccc12,-8,0.9,13,1,-2,-7,0.9,1,1,-3
Cc1ccccc1C(=O)N1CCC(C(=O)Nc2ccc(F)cc2)CC1,4,0.8,21,1,-12,-11,0.9,0.8,1,-5
COc1cc2c(c(O)c1OC)C(=O)C(OC)CCC2 (configuration not stated),8,1,2,1,-3,4,1,1.1,1,2
CCN1CCN(Cc2coc3ccc(C)cc3c2=O)CC1,4,1.1,-11,1,-4,-8,1.3,1.1,1.1,-10
Oc1ccccc1CNCc1ccccc1,7,1,2,1,0,-8,0.9,1,1,1
CCCCn1c(=NC(=O)c2ccc3c(c2)OCO3)c(C#N)cc2c(=O)n3cccc(C)c3nc21,5,0.9,15,1,-3,2,0.9,1,1,3
Cc1ccc(CNC(=O)C2CCCN(c3nc(C)cc(C)n3)C2)cc1 (configuration not stated),12,1,3,1,-5,-15,0.9,0.9,1.1,-5
CCOC(=O)c1cccc(NC(=O)CNC(=O)C2CCCCC2)c1,11,0.9,12,1,-3,-2,0.9,0.9,1,-1
O=C(O)C1CCCCC1C(=O)NCc1cn2ccccc2n1 (configuration not stated),-25,1,0,1.1,0,-17,1,1,1.1,-8
CC(=O)OC(C(=O)NCc1ccco1)c1ccncc1 (configuration not stated),-1,0.8,15,1,-10,-6,0.9,1,1,-5
COc1ccc(C)cc1NC(=O)C(Sc1nnc(-c2ccncc2)n1-c1ccc(Cl)cc1)c1ccccc1 (configuration not stated),1,0.8,20,1,-2,13,0.8,0.7,1,5
Oc1ccc(N2CCN(C(c3cccs3)c3nnnn3CCc3ccccc3)CC2)cc1 (configuration not stated),-6,0.7,26,1.1,-1,-3,0.7,0.8,1,-2
CN=C(Nc1ccc2c(c1)OCO2)SC1CC(=O)N(c2ccccc2)C1=O (configuration not stated),8,1.1,-8,1,-1,-6,1.1,1.1,1.1,-6
O=C(c1ccccc1-c1nc(-c2ccc(Cl)cc2)no1)N1CCCC1,8,0.9,10,0.9,1,-5,1,1,1,-1
S=c1[nH]nc(-c2ccco2)n1-c1cccc2ccccc12,-9,0.8,17,0.8,-3,16,1.1,0.9,1,-1
C=CCn1c(COc2ccc(CC)cc2)nnc1SCC(=O)N(C)C1CCS(=O)(=O)C1 (configuration not stated),-3,0.9,15,1,0,-6,0.9,0.9,1,1
Nc1ccc(S(=O)(=O)Nc2nccc(/C=C/c3ccccc3F)n2)cc1,4,1,5,1.1,-3,-7,1,1,1.1,-6
COc1ccc2cc(C(=O)C3CCCN(C(=O)CSc4nnc(C)o4)C3)ccc2c1 (configuration not stated),8,0.9,10,1,-2,-3,1,1,1,-3
C=CCSc1nc(-c2ccc3c(c2)OCO3)cc(C(F)(F)F)c1C#N,10,0.8,16,1,-1,-4,0.9,0.9,1,2
CCc1ccc2c(c1)cc(CN(Cc1ccco1)C(C)=O)c1nnnn12,-2,0.8,17,1.1,3,-14,1,1,1.1,-6
COc1ccc(OC)c(NC(=O)CSC2=C(C#N)C(c3ccco3)C3=C(CCCC3=O)N2)c1 (configuration not stated),13,0.8,22,0.9,-1,-9,1,0.8,1,-3
O=C(NCCCN1CCN(Cc2ccccc2Cl)CC1)Nc1ccccc1,9,1.1,-10,1,-2,4,1.1,1,1,-2
CS(=O)(=O)Nc1cccc(C2=NN(S(C)(=O)=O)C(c3ccc4c(c3)OCO4)C2)c1 (configuration not stated),-1,0.8,18,1.1,0,-7,1,1,1.1,-7
CCN1C(=O)/C(=C/C=C2/Sc3ccc4ccccc4c3N2CCO)SC1=S,-3,0.6,36,0.9,-1,2,1.1,1,0.6,40
COc1ccc(NC(=O)c2c3c(nc4ccccc24)CCN(Cc2ccccc2)C3)c(OC)c1,-1,0.8,16,1,-2,-2,0.6,0.8,1,-2
C=CCn1c(SCC(=O)Nc2sccc2C#N)nc2sc(C)c(C)c2c1=O,-6,0.9,6,1,4,-10,1.1,1,1,-2
COc1cc([N+](=O)[O-])ccc1N=Nc1c(N)[nH]n(-c2ccccc2)c1=O,5,0.7,31,1,-5,22,0.7,0.8,0.7,30
O=C(/C=C\Nc1ccccn1)c1ccc(Cl)cc1,0,0.9,13,0.1,-1,-8,0.9,0.9,1.1,-5
CCN(CC)CCCNC(=O)N[C@@H](Cc1ccccc1)C(=O)O,15,1,-4,1,2,-6,1.1,1,1,-1
O=C(CN1CCN(c2ncc(C(F)(F)F)cc2Cl)CC1)Nc1ccc2c(c1)OCO2,-27,0.8,23,1,4,-3,0.8,0.8,1,0
O=[N+]([O-])c1ccc(Nc2ccc(F)cc2)nc1,19,1,2,1,-2,-8,1,0.9,1,4
CC(=O)c1ccc(N(C(=O)CNC(=O)c2ccco2)C(C(=O)NCC2CCCO2)c2ccccc2)cc1 (configuration not stated),5,0.9,14,1.1,-7,-9,1,1,1.1,-6
COCCn1c(=NC(=O)C2COc3ccccc3O2)sc2cc(S(N)(=O)=O)ccc21 (configuration not stated),7,0.8,18,1.1,0,-5,1,0.9,1,-2
C=CCN(CC=C)C(=O)c1ccc(OC2CCN(S(=O)(=O)N(C)C)CC2)cc1,12,1,-1,1,-5,-4,1,0.9,1,-2
CCn1c2ccccc2c2cnc(N=CN(C)C)c(C#N)c21,-3,0.8,16,1.1,-3,-14,1,0.9,1.1,-7
Nc1nnc(SCCOc2ccccc2)s1,-1,1,-3,1,-1,-10,1,1,1,-4
CN1CCN(C(=O)C2=C[C@@H](c3ccc4c(c3)OCO4)C[C@@H](OCc3ccc(CO)cc3)O2)CC1,5,0.8,18,1.1,-1,-16,1,1,1.1,-10
CC(C)(C)NC(=O)C(=O)NNC(=O)c1cccc([N+](=O)[O-])c1,-3,0.9,6,0.9,-1,-28,1.1,1.1,1,-4
CC(=O)C1=C(O)C(=O)N(Cc2ccco2)C1c1ccccc1 (configuration not stated),7,1,4,1,1,-8,1.2,1.1,1,-2
